D2 antag: HTS Assay for Allosteric Antagonists of the Human D2 Dopamine Receptor: Primary Screen for Antagonists | HEK293 TREx D2 cells, calcium flux, dopamine EC80 | inhibition, % at 10 µM | actives 2% (n = 340,000) | AID 485344, 2010; in the data active means inhibition above about 30%; further: 0% is about no effect
Target sequence (P14416 whole entry, looked up): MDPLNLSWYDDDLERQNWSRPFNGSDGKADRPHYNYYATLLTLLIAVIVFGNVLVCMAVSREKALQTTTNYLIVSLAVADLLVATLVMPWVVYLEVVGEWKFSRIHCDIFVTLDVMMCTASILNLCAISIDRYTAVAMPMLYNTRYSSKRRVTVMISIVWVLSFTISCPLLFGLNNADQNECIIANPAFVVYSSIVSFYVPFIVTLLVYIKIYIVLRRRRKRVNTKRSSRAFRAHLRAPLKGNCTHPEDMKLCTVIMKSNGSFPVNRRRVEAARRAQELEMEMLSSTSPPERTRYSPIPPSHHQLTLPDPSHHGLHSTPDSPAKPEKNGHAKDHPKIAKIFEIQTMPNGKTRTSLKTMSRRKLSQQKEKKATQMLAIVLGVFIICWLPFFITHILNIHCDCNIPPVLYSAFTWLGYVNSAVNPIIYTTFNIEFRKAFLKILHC
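Inhibition of EC80 dopamine-driven calcium flux, recorded kinetically, defines activity here; cells are a tetracycline-induced HEK293 T-REx line expressing force-coupled D2.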
TRHR enhancer: qHTS for Small Molecule Agonists and Allosteric Enhancers of Human TRH Receptor: Primary Screen for Enhancers. TRHR cells, fluo-8 calcium fluorescence, EC20 TRH enhancement. enhancement, % at 2 µM. actives 0.66% (n = 360,000); in the data active means enhancement above about 30%; further: 0% is about no effect
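Enhancer read-out: after compound pinning and an initial kinetic agonist-mode read, an EC20 of TRH (10 nM final) was injected and fluo-8 calcium signal (Ex 480/Em 530) followed at 1 s/cycle for 100 cycles in TRHR-expressing cells.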
D2 potentiator: HTS Assay for Positive Allosteric Modulators of the Human D2 Dopamine Receptor: Primary Screen for Potentiators | potentiation, % at 10 µM | HEK293 T-REx D2, calcium flux, EC20 dopamine potentiation | actives 0.34% (n = 340,000);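 active means potentiation over 3 SD above the plate norm, cut at about 30% in these data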; further: 0% is about no effect
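Potentiation of an EC20 dopamine calcium response measured kinetically over 180 s, after a preceding 180 s compound-only read flagging agonists. Cells: inducible Hek293 Trex D2 line, 4000/well, cultured overnight at 30 C before dye loading.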
D1 ag: Allosteric Agonists of the Human D1 Dopamine Receptor: qHTS; actives 1% (n = 360,000); activation, % at 2 µM; HEK293 T-REx D1 cells, calcium flux, agonist mode; D(1A) dopamine receptor (Homo sapiens), P21728; further: 0% is about no effect
Target sequence (P21728 whole entry, looked up): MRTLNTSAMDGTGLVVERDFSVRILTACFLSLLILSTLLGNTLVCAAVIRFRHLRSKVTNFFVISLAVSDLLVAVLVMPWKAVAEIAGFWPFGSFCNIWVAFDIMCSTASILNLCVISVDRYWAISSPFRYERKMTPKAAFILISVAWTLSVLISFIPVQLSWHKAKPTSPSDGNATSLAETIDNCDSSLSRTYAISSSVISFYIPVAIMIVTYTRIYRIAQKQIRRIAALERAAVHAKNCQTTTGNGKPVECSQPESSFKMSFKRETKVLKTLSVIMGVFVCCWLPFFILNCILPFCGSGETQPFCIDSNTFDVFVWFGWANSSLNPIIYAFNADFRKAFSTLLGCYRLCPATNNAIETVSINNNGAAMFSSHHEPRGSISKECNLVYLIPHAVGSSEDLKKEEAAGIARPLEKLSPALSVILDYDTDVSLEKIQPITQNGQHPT
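Agonism was scored from calcium flux recorded over 180 s (1 read/s) after pintool compound addition, following a 10-cycle baseline. Cells were inducible force-coupled HEK293 TREx D1, plated overnight at 30 C and loaded with no-wash calcium dye.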
D1 antag: Antagonist of Human D 1 Dopamine Receptor: qHTS | activity change, negative = inhibition, % at 10 µM | HEK293 TREx D1 cells, calcium flux, dopamine EC80; stronger effect = lower value | actives 3.2% (n = 360,000) | D(1A) dopamine receptor (Homo sapiens), P21728 | AID 504652, 2011; in the data active means activity change below about -30%; further: on the % scale 0 is the no-effect control and ±100 the full control effect
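Antagonism measured as reduced calcium response to an EC80 dopamine addition following 180 s compound pre-read; cells were inducible HEK293 Trex D1 plated overnight at 30 C, read kinetically at 1 cycle/sec.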
D2 ag: HTS Assay for Allosteric Agonists of the Human D2 Dopamine Receptor: Primary Screen for Agonists; D(2) dopamine receptor (Homo sapiens), P14416; HEK293 T-REx D2 cells, calcium flux agonist mode; activation, % at 2 µM; actives 0.53% (n = 340,000); AID 485358, 2010;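 active means activation over 3 SD above normal in the single-dose calcium agonist read, cut at about 30% in these data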; further: 0% is about no effect
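HEK293 Trex D2 cells, tetracycline-induced, o/n 30 C 5% CO2; no-wash Ca dye, RT 30–90 min; 10-cycle baseline, 23 nl cpd added, kinetic Ca read 180 s; agonist hits = positive Ca response.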
D1 PAM: Potentiators of Human D1 Dopamine Receptor: qHTS. D(1A) dopamine receptor (Homo sapiens), P21728. HEK293 TREx D1 cells, calcium flux, dopamine EC20 potentiation. potentiation, % at 10 µM. actives 0.036% (n = 360,000); in the data active means potentiation above about 30%; further: 0% is about no effect
RXFP1 antagonist: qHTS Assay for Antagonists of the Relaxin Receptor RXFP1; actives 0.59% (n = 350,000); Relaxin receptor 1 (Homo sapiens), Q9HBX9; HEK293-RXFP1, relaxin-stimulated cAMP HTRF, 30 min; stronger effect = lower value; activity change, negative = inhibition, % at 57.5 µM;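 active means activity change of -60% or lower, but not beyond a set lower limit; inconclusive means change between -60% and -40%, or beyond the set limit; inactive means change above -40%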; further: on the % scale 0 is the no-effect control and ±100 the full control effect
TRHR ag: qHTS for Small Molecule Agonists and Allosteric Enhancers of Human TRH Receptor: Primary Screen for Agonists; Thyrotropin-releasing hormone receptor (Homo sapiens), P34981; TRHR cells, calcium flux fluo-8, FDSS agonist mode; activation, % at 2 µM; actives 0.18% (n = 360,000); further: 0% is about no effect
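In this calcium-flux screen, cells bearing human TRHR are dye-loaded with fluo-8, baselined for 10 cycles, then exposed to library compounds; positive kinetic calcium responses during the agonist phase mark hits, with TRH as control.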
* marks the source's active call; other numbers are inactive results; ? = inconclusive; . = not tested or not shown; & = joins results of further samples. Unless noted, no stated cut-off is given here; in the data, active means activation above about 30%; inactive means the rest.

SMILES | D2 antag | TRHR enhancer | D2 potentiator | D1 ag | D1 antag | D2 ag | D1 PAM | RXFP1 antagonist | TRHR ag
CCOc1cc(C(=S)N2CCOCC2)ccc1OC | 4 | -3 | -2 | 0 | -14 | 0.1 | 17 | 19 | -0.1
COc1ccc(OC)c(NC(=O)CC2C(=O)NCCN2C(=O)Nc2cccc(Cl)c2)c1 (stereo not drawn) | . | -10 | . | 1 | -12 | . | -4 | 6 | -0.5
Cc1cc(C)c(C)c(S(=O)(=O)Nc2ccc3cn[nH]c3c2)c1C | -1 | 7 | 2 | 5 | -29 | 0.2 | 9 | -5 | -0.6
Cc1ccc(CS(=O)(=O)Cc2ccc(C(=O)NC3CC3)o2)cc1 | 6 | 22 | 3 | 12 | -10 | 0.3 | -7 | 4 | 0.3
Cc1ccc(OCc2ccc(C(=O)Nc3c(C)nn(Cc4c(F)c(F)c(F)c(F)c4F)c3C)o2)c([N+](=O)[O-])c1 | -13 | 1 | -4 | 0 | 2 | 0.1 | -7 | -6 | 0.1
Cc1cccc(NC(=S)NC(=O)c2cccs2)n1 | -9 | -6 | -10 | -1 | 6 | 0.5 | 4 | -4 | -0.5
Cc1ccc(NC(=O)COC(=O)c2cccc3c2C(=O)c2ccccc2C3=O)c(C)c1 | -16 | -3 | -9 | 4 | 10 | -1.3 | -8 | 3 | -1.8
CCCn1c(N)c(N(CCOC)C(=O)c2cc3c(s2)CCC(CC)C3)c(=O)[nH]c1=O (stereo not drawn) | -1 | -1 | 0 | 1 | -25 | 0.4 | 5 | -12 | 0.4
Cc1ccc(OCn2c(=O)sc3ccccc32)cc1 | -12 | 5 | 3 | 6 | -25 | 0.7 | -1 | -22 | -0.3
COc1ccc(CCNC(=O)CCc2cn(Cc3ccc(F)cc3)c3ccccc23)cc1OC | . | 10 | 5 | 9 | -13 | -1.2 | -4 | 5 | -1.3
Cc1ccc(C(=O)C(OC(=O)CCC(=O)Nc2cccc(C)c2)c2ccccc2)cc1 (stereo not drawn) | -9 | 4 | -26 | 3 | -26 | -0.8 | 1 | -4 | -0.2
Cc1ccc(NC(=O)c2nc[nH]c2C(=O)N2CCCCC2)c(C(=O)c2ccccc2)c1 | -2 | 4 | 0 | -1 | 6 | -0.5 | -5 | 3 | -0.4

Single records, as listed above:
Profile of CCCn1c(N)c(N(CCOC)C(=O)c2cc3c(s2)CCC(CC)C3)c(=O)[nH]c1=O (stereo not drawn) : D2 antag = -1; TRHR enhancer = -1; D2 potentiator = 0; D1 ag = 1; D1 antag = -25; D2 ag = 0.4; D1 PAM = 5; RXFP1 antagonist = -12; TRHR ag = 0.4
Profile of Cc1ccc(OCc2ccc(C(=O)Nc3c(C)nn(Cc4c(F)c(F)c(F)c(F)c4F)c3C)o2)c([N+](=O)[O-])c1 : D2 antag = -13; TRHR enhancer = 1; D2 potentiator = -4; D1 ag = 0; D1 antag = 2; D2 ag = 0.1; D1 PAM = -7; RXFP1 antagonist = -6; TRHR ag = 0.1

Structural class: the compounds so far containing a thiophene ring, fused or not
SMILES | D2 antag | TRHR enhancer | D2 potentiator | D1 ag | D1 antag | D2 ag | D1 PAM | RXFP1 antagonist | TRHR ag
Cc1cccc(NC(=S)NC(=O)c2cccs2)n1 | -9 | -6 | -10 | -1 | 6 | 0.5 | 4 | -4 | -0.5
CCCn1c(N)c(N(CCOC)C(=O)c2cc3c(s2)CCC(CC)C3)c(=O)[nH]c1=O (stereo not drawn) | -1 | -1 | 0 | 1 | -25 | 0.4 | 5 | -12 | 0.4

Further entries.
SMILES | D2 antag | TRHR enhancer | D2 potentiator | D1 ag | D1 antag | D2 ag | D1 PAM | RXFP1 antagonist | TRHR ag
COC(=O)c1nnn(CC(=O)NC(=O)Nc2ccc(F)cc2)c1C(=O)OC | 10 | 7&-1 | -1&-4 | 2&2 | -13&-13 | 0.3&0.5 | 2&-6 | -6&-8 | 0.3&1.4
Cc1cccc(OCC(=O)Nc2ccccc2OCc2cc(=O)n3cc(C)ccc3n2)c1 | . | -1 | 13 | 0 | 2 | 0.0 | 0 | -11 | 0.0
Cc1ccccc1NC(=O)c1cc(N)ccc1N1CCCCC1 | 6 | -18 | -4 | -2 | -55* | 3.3 | -15 | -9 | 2.7
O=C(CNC(=S)N(Cc1ccccc1)Cc1cccnc1)NC1CC1 | -1 | 5 | 10 | 2 | 10 | 1.1 | -1 | -6 | -0.1
CS(=O)(=O)c1ncc(N(Cc2ccco2)Cc2ccco2)c(C(=O)Nc2ccccc2Br)n1 | . | -7 | -17 | 1 | 2 | -1.9 | -2 | -12 | -1.4
CN(C)S(=O)(=O)c1ccc(N2CCCC2)c(C(=O)N2CCN(S(=O)(=O)c3cccc(F)c3)CC2)c1 | -3 | -6 | 3 | 1 | 1 | -0.1 | -2 | 9 | 0.0
N#Cc1c(NC(=O)CSC2=NCCS2)sc2c1CCCC2 | 1 | -10 | -20 | 1 | -10 | 1.3 | -3 | 6 | 0.8
Cc1ccc(CNC(=O)Cn2c(=O)n(Cc3ccccc3)c(=O)c3c2c2cc(C)ccc2n3C)cc1 | . | 9 | 5 | 1 | 1 | 0.7 | -2 | . | 0.7
COc1cccc(CNC(=O)C2CCC(CNc3c(N4CCC(C)CC4)c(=O)c3=O)CC2)c1 (stereo not drawn) | 7 | -5 | 1 | 0 | -15 | -0.3 | 4 | -4 | 0.3
Cc1ccc(NC(=O)CSc2sc3c(O)cc(=O)[nH]c3c2C#N)c(F)c1 | . | 0 | . | 2 | 28 | . | -1 | -14 | 0.0
C/C(CC(=O)Nc1ccccn1)=N\NC(=O)C(=O)Nc1cccc(C)c1 | 16 | 2 | -1 | 3 | 9 | 0.3 | -3 | -14 | 0.1
Cc1ccc(-c2cc(C(=O)Nc3ccc(S(=O)(=O)Nc4ncccn4)cc3)c3ccccc3n2)cc1 | -28 | 0 | -6 | 2 | -6 | 0.1 | 13 | -8 | -0.1
CCOC(=O)C(Cc1ccccc1)NC(=O)CCc1nnc2ccc(N3CCCC3)nn12 (stereo not drawn) | -17 | -5 | -4 | 1 | -3 | 0.9 | 1 | 30 | -0.2
CC(=O)N1CCc2cc(S(=O)(=O)NC(Cc3ccccc3)C(=O)NCCN3CCCCC3C)ccc21 (stereo not drawn) | . | -1 | -11 | 2 | 3 | . | -5 | -5 | 0.2
COc1ccccc1-c1cc(C(=O)N2CCN(c3ccccc3OC)CC2)no1 | 4 | -9 | -4 | 1 | -16 | -0.6 | 12 | -15 | 0.4
CC1=NC(=O)C(N=Nc2cccc(C(=O)O)c2)N1c1ccccc1 (stereo not drawn) | 14 | 7 | 4 | 0 | 0 | 0.1 | -3 | 9 | -0.7
O=C(Oc1ccc2ccc(O)cc2c1)C1CCCCC1 | 2 | 2 | 7 | 1 | -9 | 0.6 | -1 | 1 | -0.3
CCOCCCn1c(=NC(=O)c2ccco2)c(C(=O)OCC)cc2c(=O)n3cccc(C)c3nc21 | -3 | -9 | 5 | 3 | -17 | 0.2 | -5 | -7 | -0.3
CC(C)C[C@H]1CN=C(Nc2ccccc2)N1CC(C)C | 7 | 11 | 1 | 0 | -4 | 0.1 | -4 | . | 0.2
Cc1ccc(NC(=O)c2ccc(Br)o2)cc1S(=O)(=O)N(C)C | -31 | -1 | -2 | -2 | 1 | -0.2 | -1 | -3 | -0.4
CC(Sc1ccccc1)C(=O)NCC(c1ccco1)N1CCCCC1 (stereo not drawn) | -12 | -6 | -10 | 2 | -2 | -0.5 | 0 | -7 | 2.0
CCOC(=O)c1ccc(N2C(=O)c3[nH]nc(-c4ccc(C)cc4)c3C2c2ccc(O)c(OCC)c2)cc1 (stereo not drawn) | . | 3 | -2 | 1 | -3 | -0.4 | 0 | . | -0.1
Cc1ccc(C)c(N2CCN(S(=O)(=O)c3c(C)noc3/C=C/N(C)C)CC2)c1 | 10 | -3 | -8 | 4 | 9 | 1.4 | -8 | ? | 0.8
Cc1nc2c(C(=O)NCc3ccccc3)cnn2c(C)c1Cc1ccc(F)cc1 | . | -1 | 5 | 3 | 21 | -0.2 | 1 | -12 | 0.5
CCOC(=O)c1c(C)[nH]c(C(=O)OCC(=O)N(CC(C)C)c2c(N)n(Cc3ccccc3)c(=O)[nH]c2=O)c1C | -9 | 10 | 12 | 10 | -1 | -1.5 | -4 | -13 | 5.2
O=C(c1ccc(F)cc1)C1CCN(C(=O)c2ccccc2F)CC1 | 1 | 4 | 3 | 4 | 11 | -0.2 | -6 | -2 | 0.7
CC(C)(CNC(=O)c1ccc(NS(=O)(=O)c2ccc(F)cc2)cc1)N1CCOCC1 | -7 | 2 | 1 | 2 | 1 | 0.3 | 2 | -3 | 1.9
CC(=O)N1CCCc2cc(S(=O)(=O)Nc3ccc(C)cc3C)ccc21 | 1 | 1 | -3 | 6 | -1 | -0.7 | -7 | -5 | -0.2
O=C(Nc1ccc(-c2nnc(-c3ccco3)o2)cc1)C(c1ccccc1)c1ccccc1 | -1 | -1 | 3 | 4 | -1 | 0.1 | -2 | -1 | 0.8
Cc1cnc(NC(=O)NCC2CCCC(CNC(=O)Nc3ncc(C)s3)C2)s1 (stereo not drawn) | . | 8 | . | 3 | 0 | . | -1 | -6 | -0.4
Cn1c(Cn2c(=O)sc3ccccc32)nnc1SCc1ccccc1 | 0 | -7 | -4 | 4 | 1 | 0.9 | -2 | -9 | -0.6
CSc1ccc(/C=N/NC(=O)c2cccc(Cl)c2)cc1 | 1 | 0 | -12 | 3 | -3 | -2.4 | 0 | 6 | 0.5
CC1CCC2(CC1)NC(=O)N(CC(=O)c1cn(CCC#N)c3ccccc13)C2=O (stereo not drawn) | . | 5 | . | 1 | 6 | . | -4 | -11 | 0.7
C=CCn1c(SCC#N)nc2ccccc2c1=O | -11 | 3 | 0 | 2 | -15 | -1.9 | -3 | -2 | -0.5
O=C(Nc1ccccc1C(=O)N1CCCCC1)c1cccs1 | -12 | 2 | 9 | 4 | -17 | 0.6 | 1 | 1 | 0.7
c1ccc(Cn2nnc3c(NCc4ccc5c(c4)OCO5)ncnc32)cc1 | -18 | -2 | 3 | 4 | 5 | 0.0 | 3 | 1 | 0.1
COC(=O)Cn1c(C2CC(=O)N(c3c(C)cccc3C)C2)nc2ccccc21 (stereo not drawn) | . | -5 | . | 1 | 11 | 23 | -1 | . | 0.2
Cc1c([N+](=O)[O-])c(C(=O)NC2CCCCC2)nn1C | 6 | -4 | 2 | 1 | 13 | 0.0 | 9 | -2 | 1.0
O=C1NC(c2ccccc2)(C(F)(F)F)C(=O)N1Cc1cccnc1 (stereo not drawn) | -49 | 12 | 10 | 3 | 11 | 0.0 | 3 | -5 | -0.2

Rows are unselected, and some 7.1% of all compounds hit somewhere here.
